# High-throughput results from PubChem.
# mIDH1 inhibitor – qHTS for Inhibitors of mutant isocitrate dehydrogenase 1 (IDH1): qHTS; Potency, µM (series often up to 76.6 µM), for inactives: at the highest dose activity change, negative = inhibition, actives largely listed as inhibitors; IDH1-R132H enzyme, NADPH consumption, diaphorase/resazurin fluorescence; Isocitrate dehydrogenase [NADP] cytoplasmic (Homo sapiens), O75874; 390,000 compounds, 0.093% hits; note: potency is the fitted concentration of half-maximal effect; % is set by controls: 0 for no effect and ±100 for the full control effect; nearly all actives have a fitted effect of over 65% in size
# Target sequence (O75874 whole entry R132H, stated change not applied): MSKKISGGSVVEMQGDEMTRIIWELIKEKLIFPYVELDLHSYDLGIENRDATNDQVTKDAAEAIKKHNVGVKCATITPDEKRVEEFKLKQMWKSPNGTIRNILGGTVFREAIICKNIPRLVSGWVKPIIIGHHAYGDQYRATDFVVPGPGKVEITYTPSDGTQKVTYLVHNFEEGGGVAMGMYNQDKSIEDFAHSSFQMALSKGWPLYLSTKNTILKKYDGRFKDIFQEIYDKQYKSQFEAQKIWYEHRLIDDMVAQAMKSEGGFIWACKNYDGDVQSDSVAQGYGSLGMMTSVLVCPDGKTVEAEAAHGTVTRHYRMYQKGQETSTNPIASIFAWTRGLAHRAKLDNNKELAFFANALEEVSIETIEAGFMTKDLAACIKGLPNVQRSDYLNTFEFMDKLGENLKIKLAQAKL
#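 IDH1-R132H (0.5 ug/mL) preincubated 30 min with compound, then NADPH (0.016 mM) and alpha-KG (2 mM) added; 80 min at RT, pH 7.5. Remaining NADPH coupled via diaphorase/resazurin to fluorescence (540/590 nm); concentration-response curves normalized to no-enzyme control.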
# LDHA inh – qHTS assay for inhibitors of human lactate dehydrogenase. L-lactate dehydrogenase A chain (Homo sapiens), P00338. purified LDHA, NADH/diaphorase-resazurin fluorescence; active compounds read low. activity change, % (values are at about 110 or 230 µM). 480,000 compounds, 0.15% hits. AID 1347041, 2019; in the data active = activity change below about -30%; inconclusive = mostly about -25% to -30%;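 note: plate controls were DMSO wells for no effect and wells without enzyme for full effect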
#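 Human LDH5 (2 nM) was incubated with 0.06 mM NADH and 0.2 mM pyruvate for 5 min at room temperature in Tris pH 7.4. Remaining NADH was coupled through diaphorase/resazurin, and resorufin fluorescence was read at 0 and 20 min.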
# Vif-A3G inh – qHTS for Inhibitors of Vif-A3G Interactions: qHTS; DNA dC->dU-editing enzyme APOBEC-3G (Homo sapiens), Q9HC16; HeLa A3G-eYFP + Vif (tagged APOBEC3G with the HIV-1 protein that degrades it), YFP fluorescence, overnight; 410,000 compounds, 0.076% hits; Potency, µM (series often up to 46.1 µM), without a hit: at the highest dose activity, negative = active, actives largely listed as inhibitors;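 note: potency is the fitted concentration of half-maximal effect; % is set by controls: 0 for no effect and ±100 for the full control effect; nearly all actives have a fitted effect of over 60% in size; hits raise eYFP signal because A3G escapes Vif-driven loss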
# Target sequence (Q9HC16 whole entry, looked up): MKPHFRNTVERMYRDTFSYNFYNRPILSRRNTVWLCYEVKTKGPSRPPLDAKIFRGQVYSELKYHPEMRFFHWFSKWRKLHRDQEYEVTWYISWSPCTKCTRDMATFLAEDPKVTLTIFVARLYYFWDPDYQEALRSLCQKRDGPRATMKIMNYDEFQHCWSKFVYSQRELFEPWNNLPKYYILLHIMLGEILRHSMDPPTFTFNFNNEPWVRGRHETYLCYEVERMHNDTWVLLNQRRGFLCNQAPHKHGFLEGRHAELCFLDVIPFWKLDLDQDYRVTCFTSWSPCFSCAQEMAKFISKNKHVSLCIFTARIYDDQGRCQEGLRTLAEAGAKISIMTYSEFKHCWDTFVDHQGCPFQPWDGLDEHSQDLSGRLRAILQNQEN
#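 HeLa cells stably expressing Vif and C-terminally eYFP-tagged A3G, seeded overnight at 37 deg C, then exposed to compound by pintool overnight at 37 deg C. Rise in yellow fluorescence (Ex 488/Em 500-530, Acumen) marks blocked Vif-driven A3G degradation.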
# PI4K2A block – qHTS for small molecular inhibitors of PI4K2A; Phosphatidylinositol 4-kinase type 2-alpha (Homo sapiens), Q9BTU6; purified PI4K2A, ADP-Glo luminescence, 1 h; active compounds read low; activity change, negative = inhibition, % at 76.9 µM; 420,000 compounds, 0.13% hits; in the data active = activity change below about -50%; inconclusive = mostly about -30% to -49%;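 note: -100% = wells without enzyme as full effect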
#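 Compounds are screened against recombinant PI4K2A using PI as substrate and ATP, the latter dispensed at 300 microM. Reactions run one hour at ambient temperature before ADP-Glo detection; full inhibition defined by wells lacking enzyme.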
# Vif-APOBEC3F blk – qHTS for Inhibitors of Vif-A3F Interactions: qHTS; Potency, µM (series often up to 46.1 µM), without a hit: top-dose activity, negative = active; HeLa A3F-eYFP + Vif (tagged APOBEC3F with the HIV-1 protein that degrades it), YFP fluorescence increase; 390,000 compounds, 0.2% hits; AID 602313, 2012; note: potency is the fitted concentration of half-maximal effect; % of control where 0% means no effect; nearly all actives have a fitted effect of over 65% in size
#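 Fluorescence increase (Ex 488/Em 500-530) after overnight compound treatment at 37 deg C flags inhibition of Vif-driven A3F-eYFP loss in stable HeLa A3F-eYFP/Vif cells seeded overnight beforehand.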
# RXFP1 agonist – qHTS Assay for Agonists of the Relaxin Receptor RXFP1; AID 2676, 2010; HEK293T-RXFP1 cAMP TR-FRET, 30 min; response scale: percent of porcine relaxin response, buffer zero; Relaxin receptor 1 (Homo sapiens), Q9HBX9; Potency, µM (top dose mostly 57.5 µM), for the others: at the highest dose activation, most hits filed as activators; 370,000 compounds, 0.3% hits; note: potency is the fitted concentration of half-maximal effect; % is set by controls: 0 for no effect and ±100 for the full control effect; nearly all actives have a fitted effect of over 60% in size; many of its hits are not listed in these tables
#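 HEK293 cells stably expressing RXFP1, treated 30 min at 37C with compounds plus PDE4 inhibitor Ro 20174; cAMP measured by HTRF TR-FRET. Normalized to buffer and 29 nM porcine relaxin; EC50 by Hill fit.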
# USP1 inh – Inhibitors of USP1/UAF1: Primary Screen. Ubiquitin carboxyl-terminal hydrolase 1 (Homo sapiens), O94782. recombinant USP1/UAF1, Ub-Rhodamine cleavage fluorescence. Potency, µM (highest dose often 57.1 µM), for inactives: top-dose activity change, negative = inhibition, most hits filed as inhibitors. 390,000 compounds, 0.23% hits. AID 743255, 2014; note: potency is the fitted concentration of half-maximal effect; % is set by controls: 0 for no effect and ±100 for the full control effect; nearly all actives have a fitted effect of over 60% in size; inactives centre near -12
#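 High-throughput fluorogenic screen: 1nM USP1/UAF1 complex, Ub-Rho substrate 150nM final, 50mM HEPES pH 7.8 with 0.5mM EDTA, 0.1 mg/ml BSA, 1mM TCEP and 0.01% Tween-20.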
# TrxR1 substrate – qHTS Assay for Substrates of Mammalian Selenoprotein Thioredoxin Reductase 1 (TrxR1): qHTS. purified TrxR1 substrate turnover, NADPH consumption readout. Potency, µM (highest dose often 114 µM), for inactives: at the highest dose activity change, negative = substrate turnover. AID 588456, 2011. 390,000 compounds, 0.01% hits; note: potency is the fitted concentration of half-maximal effect; % is set by controls: 0 for no effect and ±100 for the full control effect; nearly all actives have a fitted effect of over 50% in size
#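 Rat TrxR1, dispensed at 90 nM, was prereduced with 400 uM NADPH (final) for 5 min at ~22 deg C, then incubated with compound 15 min before 400 uM selenite. A first-read NADPH fluorescence drop versus no-compound background flagged substrates.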
# GRP78 ERSR act – qHTS for Inducers of the Endoplasmic Reticulum Stress Response (ERSR) in Human Glioma: qHTS. U87-MG GRP78 promoter luciferase reporter, 16 h. Potency, µM, inactives show at the highest dose activation, most hits filed as activators. 420,000 compounds, 0.02% hits; note: potency is the fitted concentration of half-maximal effect; series mostly up to about 76 µM; % of control where 0% means no effect; nearly all actives have a fitted effect of over 35% in size
#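 Stably transfected U87-MG human glioma cells carrying a GRP78-based luminescent sensor were seeded at 1000 cells/well, pin-dosed with compounds and incubated 16 h. Luciferase reagent was then added, and end-point luminescence was read after 10 min at room temperature.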
# * = called active by the depositor; ? = inconclusive; . = no result given; & = joins results of further samples; [ ] = another dose, or the depositor's remark. Unless noted, calls come from the whole dose curve; as a rule, active = well fitted curve in the direction sought with a large enough effect; inconclusive = small, poorly fitted or top-dose-only effect, or another doubt; inactive = no such curve, though single readings can be large; an effect the other way counts as inactive or inconclusive. The list is partial; the hit share may differ from the screen's.
entry	Molecule	mIDH1 inhibitor	LDHA inh	Vif-A3G inh	PI4K2A block	Vif-APOBEC3F blk	RXFP1 agonist	USP1 inh	TrxR1 substrate	GRP78 ERSR act
1	COC(=O)C1CC(Cl)CN1c1ncc(C(F)(F)F)cc1Cl (stereo not drawn)	-2%	-6	-2%	2	-1%	2.3%	?	-8%[57.1 µM]	-5%
2	Cc1cc(Cl)ccc1OCC(=O)Nc1cccc(S(=O)(=O)N2CCCC2)c1	-14%	-1	-7%	-1	-2%	2.4%	-25%	0%	-2%
3	CCn1nc(C)c(CNC(=O)c2ccc(OC3CCN(Cc4ccccn4)CC3)cc2)c1C	2%	1	3%	1	8%	0.5%	-24%	-7%	-4%
4	Cn1cccc1/C=C1\SC(=S)N(CC(=O)O)C1=O	-1%	-3	1%	3	?	-0.6%	-19%	?	-4%
5	CC[C@]12c3[nH]c4cc(CCC(=O)N(C)C)ccc4c3CCN1C(=O)[C@@H](CC(=O)NCCN1CCOCC1)C[C@@H]2C(=O)N1CCN(C(=O)c2ccco2)CC1	-5%	-2	-7%	1	3%	.	?	4%	-3%
6	O=[N+]([O-])c1ccc(C(O)CN=Cc2ccc(O)cc2O)cc1 (stereo not drawn)	3%	5	-1%	-18	2%	0.2%	-17%	0%[57.1 µM]	11%
7	CCOc1ccc(NC(=O)CC2Nc3cccc4cccc(c34)NC2=O)cc1 (stereo not drawn)	6%	18	-3%	-9	2%	0.3%	?	-2%	2%
8	O=CN1CCN(C2CC(=O)N(c3ccc(Br)cc3)C2=O)CC1 (stereo not drawn)	8%	-1	-2%	-7	-8%	-1.2%	-11%	-10%[57.1 µM]	-4%
9	CC[C@@H]1[C@H]2CCCC(=O)N3CC[C@@H](C[C@@H]1Nc1ccccc1)[C@@H]23	-9%	7	6%&1%	-2	-1%	-0.1%	-27%	-2%[57.1 µM]	-2%&-3%
10	COc1ccc(C)cc1S(=O)(=O)NNc1nc(C)cc(C)n1	9%	32	0%	-6	-1%	.	?	-1%	0%
11	COc1ccc(N(C(=O)C2CCCCC2)C2C=CS(=O)(=O)C2)c(OC)c1 (stereo not drawn)	5%	2	2%	0	1%	0.3%	11%	8%	1%
12	CCC/C(O)=C1\C(=O)CCCC1=NCCc1c(C)[nH]c2ccc(OC)cc12	-3%	-8	-10%	-4	-4%	-0.7%	-1%	-3%	-3%
13	COCCNC(=O)C(=O)NNC(=O)c1ccccc1OC	-5%	4	2%	3	-1%	2.0%	-11%	-4%[57.1 µM]	0%
14	CCOc1ccc(N(CC(=O)Nc2cc(C)ccc2C)S(=O)(=O)c2c(C)[nH]c(=O)[nH]c2=O)cc1	-4%&12%	-3&0	11%&-1%	3&-3	-5%&2%	-2.8%&-0.6%	-11%&-2%	-9%&8%	-4%&-2%
15	CCOC(=O)c1[nH]c(C)c(C(=O)N(C)C)c1C	-2%	-12	6%	5	-6%	0.3%	-10%	-5%	0%
16	COc1ccc(N(C(=O)Cn2nnc3ccccc32)C(C(=O)NCc2ccccc2)c2ccc(F)cc2)cc1 (stereo not drawn)	-3%	-6	4%	4	3%	-0.6%	4%	7%	-3%
17	O=C(NCC(c1ccco1)N1CCc2ccccc2C1)c1cccc(Br)c1 (stereo not drawn)	3%	-7	2%	-2	11%	2.2%	-24%	-5%	-6%
18	CCN(Cc1ccccc1)C(c1ccc(C(F)(F)F)cc1)c1nnnn1C(C)(C)C (stereo not drawn)	7%	-5	-5%	0	.	.	-8%	-3%	2%
19	Cc1[nH]c2ccccc2c1/C=N/NC(=O)CCC(=O)Nc1ccccc1	4%	-1	0%	-4	10%	-1.8%	-1%	1%[57.1 µM]	-2%
20	COc1ccc(C)cc1S(=O)(=O)N(CC(=O)O)c1ccccc1	-2%	1	1%	-3	-6%	1.2%	-1%	21%	0%
21	COCCn1c(SCC(=O)Nc2ccccc2OC)nc2ccccc21	1%	-4	-4%	2	-12%	-1.2%	-7%	8%[57.1 µM]	-2%
22	COc1ccc(NC(=O)COC(=O)c2ccc(N3CCCC3=O)cc2)cc1OC	-2%	-6	-2%	-13	-7%	0.2%	2%	-13%	3%
23	COc1ccc(N=Cc2cccc(C)c2O)cc1Cl	6%	9	0%	-11	13%	1.6%	-9%	6%[57.1 µM]	-3%
24	COc1cccc(-n2cnnc2SCC(=O)NC2CC2)c1	-6%	0	0%	2	12%	-0.4%	-23%	5%	-3%
25	COc1cc(C2NC(=O)c3c(sc4c3CCN(C)C4)N2)cc(Br)c1OC(=O)c1ccc(C)cc1 (stereo not drawn)	-2%	10	?	-3	?	1.9%	?	4%	-3%
26	COc1cc(-c2[nH]ncc2CN2CCN(Cc3cccs3)CC2)cc(OC)c1OC	1%	-4	0%	3	-2%	-1.2%	-19%	-1%	-2%
27	Cn1c(N2CCOCC2)nc2c1c(=O)n(Cc1ccc(Cl)c(Cl)c1)c(=O)n2C	4%	-4	-11%	2	7%	2.3%	-20%	10%[57.1 µM]	-2%
28	COc1ccc(CNC(=O)C[C@H]2C(=O)N(c3ccccc3)C[C@@H]2Cc2ccccc2)cc1	-6%	1	-9%	-4	2%	-1.3%	-16%	-2%	-4%
29	CC(C)C(=O)Nc1cccc(NC(=S)NC(=O)c2ccc3c(c2)OCO3)c1	5%	-3	1%	-3	-1%	0.1%	-19%	-3%	7%
30	O=c1c2cc(N3CCOCC3)ccc2[nH]c(=S)n1Cc1ccc(Cl)cc1	-2%	10	-3%	6	-9%	27%	-6%	9%	-2%
31	Cc1ccc(N2CCN(C(=O)c3noc4c3COc3ccc(C)cc3-4)CC2)c(C)c1	9%	1	3%	-10	6%	0.4%	-11%	9%[11.4 µM]	-3%
32	CCOC(=O)c1ccc(NC(=O)c2cn(-c3ccccc3)nc2-c2ccncc2)cc1	-1%	1	1%	3	-2%	1.2%	-6%	15%[57.1 µM]	-7%
33	Cc1ccc2oc(=O)cc(CN3CC(C)OC(C)C3)c2c1 (stereo not drawn)	-15%	-8	1%	8	5%	-1.4%	-18%	4%	0%
34	O=C(Cc1ccc(Cl)cc1)c1ccccc1	-4%	-1	0%	3	-30%	.	10%	-4%[2.29 µM]	3%
35	O=C(OCc1ccccc1)N1CCC2CC1c1c2cccc1N1CCOCC1 (stereo not drawn)	.	1	-10%	0	.	.	.	.	1%
36	CN(Cc1ccccc1)c1ccc(C(CC(N)=O)NC(=O)Cc2cccc3ccccc23)cc1[N+](=O)[O-] (stereo not drawn)	-12%	-5	6%	-1	1%	-1.7%	-22%	-3%	-3%
37	COc1cc(/C=N/NC(=O)CCN2CCCCC2)ccc1O	5%	-1	0%	2	6%	0.2%	-8%	3%[57.1 µM]	-4%
38	COC(=O)c1cc(=O)nc(NN=Cc2ccc(C)cc2)s1	.	-3	-7%	6	.	.	.	.	3%
39	CC(C)C(=O)Nc1ccc2c(c1)Cc1cc(NC(=O)C(C)C)ccc1-2	-6%	-4	-9%	-6	-6%	2.4%	-12%	-3%	1%
40	Nn1cc(-c2ccccc2)nc1SCC(=O)N1CCN(S(=O)(=O)c2ccccc2)CC1	3%	-3	-9%	3	-2%	0.3%	-16%	-4%	0%
41	CCCc1[nH]nc2c1C(c1ccc(Br)s1)C(C#N)=C(N)O2 (stereo not drawn)	-18%	4	?	-4	1%	1.0%	-25%	-5%	-12%
42	CCC(NC(=O)Cc1c(C)c2c(cc(C)c3c(C)c(C)oc32)oc1=O)C(=O)O (stereo not drawn)	3%	0	-2%	-3	1%	11%	-14%	24%	-4%
43	CC1CCCN(C(=O)Cc2cn(Cc3cccc(Cl)c3)c3ccccc23)C1 (stereo not drawn)	-7%	0	-11%	1	?	-0.7%	-12%	-12%	-1%
44	CCN(CC(=O)NCc1cccs1)c1nnnn1-c1ccccc1	5%	6	?	4	-9%	3.5%	-8%	-3%	-2%
45	O=C(Nc1ccccc1)c1cc(S(=O)(=O)Nc2cccnc2)ccc1Cl	3%	-4	0%	-1	2%	1.9%	-11%	4%[57.1 µM]	-3%
46	CC1(C)OC(=O)C2(Cc3cc(C(F)(F)F)ccc3N3CCCCC32)C(=O)O1 (stereo not drawn)	.	4	5%	.	.	.	.	10%[0.0914 µM]	-3%
47	Cc1cc2c(c(=O)o1)C1(C(=O)N(C)c3ccccc31)C(C#N)=C(N)O2 (stereo not drawn)	8%	-6	-1%	4	.	-1.0%	-19%	-2%	-2%
